C2C12 statin: suppressors of statin myotoxicity in C2C12 myotubes, primary screen, cell-based, single point, plate reader; C2C12 myotubes + simvastatin, ATP luminescence, 48 h; scaled: DMSO 0, geranylgeraniol control 100; rescue of ATP level, % at 7.49 µM; 330,000 tested, 0.78% active; AID 602340, 2012;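 active = mean ATP rescue above about 67%, or every replicate alone reaching that limit, limit read from the data, passing the limit was not always enough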;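 note: myotubes were challenged with 10 µM simvastatin during compound exposure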
SIRT5 block: SIRT5 desuccinylase inhibitors, primary screen, biochemical, fluorescence imaging, single point, set 5; inhibition, % at 15 µM; 330,000 tested, 1.1% active; NAD-dependent protein deacylase sirtuin-5, mitochondrial (Homo sapiens), Q9NXA8; Purified SirT5, succinyl-peptide AMC, trypsin-coupled fluorescence; AID 652115, 2013; in the data active = inhibition above about 15%
Target sequence (Q9NXA8 whole entry, looked up): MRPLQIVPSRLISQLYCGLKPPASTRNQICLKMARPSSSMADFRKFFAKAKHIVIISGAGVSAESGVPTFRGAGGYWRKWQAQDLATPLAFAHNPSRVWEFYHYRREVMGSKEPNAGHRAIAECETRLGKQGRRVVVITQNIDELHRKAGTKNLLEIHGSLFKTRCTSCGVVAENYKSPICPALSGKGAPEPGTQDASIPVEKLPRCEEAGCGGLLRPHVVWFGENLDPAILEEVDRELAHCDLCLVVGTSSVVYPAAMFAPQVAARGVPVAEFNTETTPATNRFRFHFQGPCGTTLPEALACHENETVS
ARNT-TACC3 inh: disruptors of ARNT/TACC3 protein interaction, primary screen, biochemical, AlphaScreen, single concentration; Transforming acidic coiled-coil-containing protein 3 (Homo sapiens), Q9Y6A5; AlphaScreen His-ARNT PAS-B/GST-TACC3 binding, luminescence; TACC3 fragment carries E629A point mutation; inhibition, % at 9.99 µM; 390,000 tested, 0.66% active;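 active = mean inhibition of replicates at least 50% and at least half of replicates each reaching 50%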;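 note: 0% = complete ARNT plus TACC3 wells and 100% = ARNT alone without TACC3; many hits fall short of the cut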
miR-122 sensor: miR-122 Renilla sensor signal increase in Huh7, primary screen, miR-122 inhibitor project, cell-based, single point, plate reader | activation (reporter increase), % at 12.5 µM | 340,000 tested, 0.3% active | Huh7 miR-122 Renilla luciferase sensor, 48 h; neutral wells = 0, positive control = 100;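 active = mean replicate activation score at least 90 and every replicate individually at or above 90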;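 note: higher luciferase means less miR-122 activity so hits act as miR-122 inhibitors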
Cneo AK release: Cryptococcus neoformans cell lysis inducers, primary screen, AK release luminescence, single concentration; C. neoformans lysis, adenylate kinase release luminescence, 4 h; normalised: neutral wells 0, clomiphene wells 100; 360,000 tested, 0.2% active; lysis activity, % at 15 µM;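 active = mean lysis activity across replicates of at least 80%, whatever share of replicates individually reach that level; inactive = mean lysis activity below 80%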
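Material – log-phase Cryptococcus neoformans yeast cells · Input – 5 × 10^6 yeast cells/mL · Medium – fresh YPD growth medium · Doses – single compound concentration per well · Timing – static 4 h at 37 °C with compound, 1 h detection · Detection – adenylate kinase release luminescence · Read-out – signal increase indicating cell lysis · Control set – Clomiphene as positive lysis control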
esBAF inh: Bmi1 luciferase reporter increase in mESCs, primary screen, esBAF inhibitor project, mouse ES cells, Bmi1 luciferase knock-in, single point; reporter increase, % at 12.5 µM; 350,000 tested, 2% active; AID 602393, 2012; 24 h; 100% = twice the neutral-well signal; in the data active = activation above about 40%;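 note: 0% = median of the plate's neutral control wells and 100% = double that signal; a rise in the Bmi1 reporter signal indicates esBAF inhibition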
ERp5 inh: inhibitors of ERp5-driven insulin aggregation, primary screen, biochemical, turbidity, absorbance 650 nm, single point | 90 min | inhibition, % at 9.99 µM | 350,000 tested, 0.05% active;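 active = mean replicate inhibition above about 25%, with every replicate also reaching it, limit read from the data, passing the limit was not always enough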
Target sequence (Q15084 whole entry, looked up): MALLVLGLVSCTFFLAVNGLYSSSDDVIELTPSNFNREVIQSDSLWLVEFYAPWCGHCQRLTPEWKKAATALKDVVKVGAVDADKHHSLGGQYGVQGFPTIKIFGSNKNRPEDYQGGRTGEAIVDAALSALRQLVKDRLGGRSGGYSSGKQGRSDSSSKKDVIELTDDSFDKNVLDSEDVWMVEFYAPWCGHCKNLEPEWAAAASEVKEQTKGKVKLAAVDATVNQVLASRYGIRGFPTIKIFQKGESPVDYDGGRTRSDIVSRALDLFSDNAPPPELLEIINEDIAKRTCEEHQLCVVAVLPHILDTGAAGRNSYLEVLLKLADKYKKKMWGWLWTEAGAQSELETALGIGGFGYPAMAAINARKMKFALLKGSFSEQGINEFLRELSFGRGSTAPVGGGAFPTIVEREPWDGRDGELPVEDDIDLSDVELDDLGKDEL
* marks the source's active call; other numbers are inactive results; . = no result given; [ ] = dose if it differs, or a comment.

1	CN1CCN(CCCNC(=O)CCc2nnc3n(Cc4ccccc4Cl)c(=O)c4ccccc4n23)CC1
2	C/C=C/C=C/C(=O)N1CC2(CC(c3cccc(NC(=O)/C=C/C)c3)=NO2)C[C@@H]1C(N)=O (stereo partly drawn)
3	O=C(NNC(=S)Nc1ccc(Cl)cc1Cl)c1cccnc1
4	N#C/C(=C\c1ccncc1)c1ccc(NC(N)=O)cc1
5	CC(C)(C)c1ccc(/C=C2\Oc3c(ccc(O)c3CN3CCN(CCO)CC3)C2=O)cc1
6	COCCCNC(=S)NC(=O)c1ccccc1
7	COc1ccc(CCNC(=O)CCCn2nc(C)n3ccnc3c2=O)cc1OC
8	COc1ccc(CN2CCCC(C(=O)N3CCCCC3)C2)cc1 (stereo not drawn)
Screen / compound no.,1,2,3,4,5,6,7,8
C2C12 statin,-7,-5,-3,13,-4,.,-2,11
SIRT5 block,2,.,-3,0,-3,.,0,-5
ARNT-TACC3 inh,-1,1,.,2,3,4,-6,-11
miR-122 sensor,-3,-5,5,-5,-5,-7,2,-7
Cneo AK release,-1,-3,1,1,-3,0,0,4
esBAF inh,-4,0,-2,6,2,.,-4,3
ERp5 inh,4,-2,7,0,-2,.,0,5

9	CCCCNC(=O)N1CCCN(c2ccc(C#N)cn2)CC1
10	COc1ccc(C(=O)C2CCCN(C(=O)c3cccnc3OC)C2)cc1F (stereo not drawn)
11	COc1ccc(NC(=O)CSc2nnc(Cc3ccccc3)c(=O)n2N)c(OC)c1
12	CC(=O)Nc1ccc(NC(=O)CCS(=O)(=O)c2ccc3c(c2)oc(=O)n3C)cc1
13	CC(C)n1nc(C(=O)Nc2ccc(-n3cnnn3)cc2)c2ccccc2c1=O
14	COc1ccc(Cl)cc1NC(=O)CSc1nc(C)cc(C)n1
15	COc1cccc(NC(=O)c2ccccc2-c2nc(-c3ccccc3)no2)c1
16	COC(=O)c1oc2ccc(Br)cc2c1NC(=O)CN1CCN(C)CC1
Screen / compound no.,9,10,11,12,13,14,15,16
C2C12 statin,2,0,.,-5,-10,.,21,19
SIRT5 block,-5,3,5,0,-4,1,.,.
ARNT-TACC3 inh,-6,-3,-3,-3,-2,-15,-4,1
miR-122 sensor,0,2,.,-2,-10,.,7,2
Cneo AK release,1,-3,.,.,-1,.,-1,-1
esBAF inh,-3,3,.,3,-8,.,13,2
ERp5 inh,-2,-3,-9,-2,3,9,.,.

17	COc1ccc(CCNC(=O)c2cc(S(=O)(=O)N3CCc4ccccc43)ccc2F)cc1OC
18	CCCCn1c(N)c(N(CCOC)C(=O)COC(=O)COc2c(C)cc(C)cc2C)c(=O)[nH]c1=O
19	CCC(=C(c1ccccc1)c1ccc(OCCN(C)C)cc1)c1ccccc1
20	COc1ccccc1-c1ccc2c(c1)O[C@@H](CN(C)C(C)=O)[C@@H](C)CN([C@@H](C)CO)S2(=O)=O
21	O=C(COCc1ccccc1)N[C@@H]1c2ccccc2CC[C@@H]1OCc1ccccc1
22	CCc1ccc(OCC(=O)N/N=C(\C)c2ccc(-n3ccnc3)cc2)cc1
23	O=C(Nc1cccc(F)c1)N1CCCC(CNS(=O)(=O)Cc2ccccc2)C1 (stereo not drawn)
24	O=C(NNc1c2ccccc2nc2ccccc12)c1ccc(Cl)cc1
Screen / compound no.,17,18,19,20,21,22,23,24
C2C12 statin,-4,3,-1,.,17,.,.,-31
SIRT5 block,-2,-3,-3,-5,-3,3,-2,-2
ARNT-TACC3 inh,.,-2,.,19,-6,0,3,-3
miR-122 sensor,-5,-9,3,31[16.7 µM],.,.,.,-11
Cneo AK release,1,1,0,-4,-3,.,.,1
esBAF inh,9,-2,-1,-3,-1,.,.,11
ERp5 inh,-1,-3,1,1,3,3,0,-4

Quoted from the listing.
Under C2C12 statin, compound 17 reads -4
Under ERp5 inh, compound 23 reads 0
Under Cneo AK release, compound 18 reads 1
Under ARNT-TACC3 inh, compound 22 reads 0

Continued.
25	O=C(O)C1(O)C[C@@H](O)C(O)[C@H](O)C1 (stereo partly drawn)
26	O=C(CCNC(=O)c1ccc(Cl)cc1)NCc1ccccc1Cl
27	CCc1ccccc1NC(=O)c1ccc(S(=O)(=O)NCC2CCCO2)cc1 (stereo not drawn)
28	O=C(COC(=O)Cn1nnc2ccccc21)NC1CCCC1
29	COc1ccc(C(=O)N/C(=C/c2cccs2)C(=O)NN)cc1OC
30	CCOc1ccc(N(CC(=O)OC)S(=O)(=O)c2ccc(OC)c(OC)c2)cc1
31	COc1ccc(CN2CCN(C(=O)c3cccc4ccccc34)CC2)c(OC)c1OC
32	COc1ccc(OC)c(NC(=O)C2(C)CCN2Cc2ccc(OC)c3ccccc23)c1 (stereo not drawn)
Screen / compound no.,25,26,27,28,29,30,31,32
C2C12 statin,-1,6,3,.,.,8,13,5
SIRT5 block,1,-1,1,-1,-4,.,15*,3
ARNT-TACC3 inh,-2,0,.,-2,0,-8,4,.
miR-122 sensor,-8,.,10,-9,-5,.,3,4
Cneo AK release,0,-1,-1,0,-1,-1,3,0
esBAF inh,4,-11,3,.,.,6,-4,6
ERp5 inh,5,4,-2,2,-2,.,0,-6

Along the list, quoted from above.
Entries 26 to 29 in ARNT-TACC3 inh read 0, ., -2, 0

(next part)
33	COc1ccccc1NC(=O)c1cnc(SCC(=O)NCCc2ccccc2)n(C)c1=O
34	C=C[C@]1(C)C=C2C(=O)C[C@H]3C(C)(C)CCC[C@]3(C(=O)O)[C@@]2(O)CC1
35	Cc1occc1-c1nnc(SCC(=O)NCC2CCCO2)n1C (stereo not drawn)
36	O=C(CN1CCOCC1)NCC[C@H]1CC[C@@H](NS(=O)(=O)c2ccc(F)cc2)[C@H](CO)O1
37	O=C(NCc1ccc(OC(F)(F)F)cc1)C1CC(c2ccc(C(F)(F)F)cc2)=NO1 (stereo not drawn)
38	Cc1[nH]nc(C(F)(F)F)c1N=NN1CCOCC1
39	O=c1c2ccccc2ncn1CCOCCOc1cccc(Br)c1
40	COc1ccc(CNC(=O)CC2(CC(=O)O)CCCCC2)cc1
Screen / compound no.,33,34,35,36,37,38,39,40
C2C12 statin,11,7,6,-5,-21,.,1,0
SIRT5 block,-1,.,.,4,0,-6,-4,-1
ARNT-TACC3 inh,5,.,-1,.,4,-3,-19,-37
miR-122 sensor,3,-1,-3,9[16.7 µM],.,0,-5,-5
Cneo AK release,-1,-1,0,-1,4,.,.,2
esBAF inh,23,-3,-6,-3,7,.,-4,-6
ERp5 inh,-3,1,.,1,-4,-9,-14,0

41	Cc1ccc(O)c(NC(=O)c2ccc3c(c2)C(=O)N(Cc2ccco2)C3=O)c1
42	O=C(Cn1c(=O)oc2cc(S(=O)(=O)N3CCCCCC3)ccc21)NC1CCCCCCC1
43	C[C@H]1CN([C@@H](C)CO)C(=O)c2cccc(NC(=O)C3CC3)c2O[C@@H]1CN(C)S(=O)(=O)c1ccccc1
44	COc1ccc(-c2ccc3c(c2)O[C@H](CN(C)CC2CCOCC2)[C@@H](C)CN([C@@H](C)CO)S3(=O)=O)cc1
45	NS(=O)(=O)c1ccc(Nc2nc(-c3ccccc3)cs2)cc1
46	Cc1noc(C)c1NC(=O)N(C)C[C@H]1Oc2ccc(NC(=O)CCN3CCOCC3)cc2CC(=O)N([C@H](C)CO)C[C@@H]1C
47	O=C(C[C@H]1CC[C@H]2[C@@H](COC[C@@H](O)CN2Cc2nccs2)O1)NCc1ccc(Oc2ccccc2)cc1
48	CN(Cc1ccccc1)C(=O)C1CCC(CNS(=O)(=O)c2cccc3cccnc23)CC1 (stereo not drawn)
Screen / compound no.,41,42,43,44,45,46,47,48
C2C12 statin,.,2,-14,-36,-2,-21,43,0
SIRT5 block,-8,0,-1,10,.,2,-3,3
ARNT-TACC3 inh,-23,-7,-9,-5,7,-12,-8,-2
miR-122 sensor,.,-6,-1[16.7 µM],3[16.7 µM],8,7[16.7 µM],7[16.7 µM],-5
Cneo AK release,29,-1,2,4,-2,2,1,.
esBAF inh,.,7,3,2,47*,2,4,-1
ERp5 inh,2,0,3,-5,.,0,-1,2

49	Cc1nc2c(-c3ccc(Cl)cc3)cnn2c2c1CCC2
50	C[N+](C)(CCCCCC[N+](C)(C)CCCN1C(=O)c2cccc3cccc(c23)C1=O)CCCN1C(=O)c2cccc3cccc(c23)C1=O
51	O=C(C[C@@H]1CC[C@@H]2[C@H](COC[C@@H](O)CN2S(=O)(=O)c2ccc(Cl)cc2)O1)NCCN1CCCC1
52	C[C@@H]1CCCCO[C@@H](CN(C)Cc2ccc3c(c2)OCO3)[C@H](C)CN([C@@H](C)CO)C(=O)c2cc(NS(C)(=O)=O)ccc2O1
53	CCN1CCN(c2nc3c(C)cccn3c(=O)c2/C=C(\C#N)S(=O)(=O)c2ccc(Cl)cc2)CC1
54	CCOc1ccc(-n2c(Cc3cc(=O)[nH]c(=O)[nH]3)nnc2SCc2cccnc2)cc1
55	COc1ccc(NC(=O)N2C[C@H](O)COC[C@@H]3O[C@@H](CC(=O)N4CCCCC4)CC[C@H]32)cc1
56	COc1ccc(-n2c(-c3ccco3)nc3c(cnn3-c3ccccc3C)c2=O)cc1
Screen / compound no.,49,50,51,52,53,54,55,56
C2C12 statin,.,0,2,-1,.,-3,-6,-6
SIRT5 block,-3,.,2,-4,3,.,25*,-5
ARNT-TACC3 inh,-10,1,-13,34,25,.,-1,7
miR-122 sensor,.,-3,-3[16.7 µM],-2[16.7 µM],.,2,2[16.7 µM],-5
Cneo AK release,.,8,4,2,.,4,1,2
esBAF inh,.,-1,0,-7,.,-4,0,-11
ERp5 inh,2,.,2,3,3,-2,-4,7

The closing four entries of the part before open the next one.
53	CCN1CCN(c2nc3c(C)cccn3c(=O)c2/C=C(\C#N)S(=O)(=O)c2ccc(Cl)cc2)CC1
54	CCOc1ccc(-n2c(Cc3cc(=O)[nH]c(=O)[nH]3)nnc2SCc2cccnc2)cc1
55	COc1ccc(NC(=O)N2C[C@H](O)COC[C@@H]3O[C@@H](CC(=O)N4CCCCC4)CC[C@H]32)cc1
56	COc1ccc(-n2c(-c3ccco3)nc3c(cnn3-c3ccccc3C)c2=O)cc1
57	CNC(=O)Oc1ccc2c(c1)[C@]1(C)CCN(C)C1N2C (stereo partly drawn)
58	Cc1nc2ccccn2c1C(=O)NNC(=S)Nc1ccccc1
59	Cc1ccc(-c2cnc3c(c2)C(=O)N([C@H](C)CO)C[C@H](C)[C@@H](CN(C)C(=O)c2ccncc2)O3)cc1
60	c1cnc2ccc(-n3ccnc3)cc2c1
61	Cc1ccc(/C=c2/sc3nnc(-c4ccccc4Cl)n3c2=O)o1
62	CC(C)(Oc1ccc(Cl)cc1)C(=O)Nc1ccc2oc(=O)ccc2c1
63	C=CCOC(=O)C1=C(C)NC(SCC(N)=O)=C(C#N)C1c1ccc(C)cc1 (stereo not drawn)
Screen / compound no.,53,54,55,56,57,58,59,60,61,62,63
C2C12 statin,.,-3,-6,-6,1,11,7,-11,7,3,-15
SIRT5 block,3,.,25*,-5,-2,0,0,-6,.,-1,-4
ARNT-TACC3 inh,25,.,-1,7,0,10,-3,.,1,-6,0
miR-122 sensor,.,2,2[16.7 µM],-5,1,1,4[16.7 µM],-1,-5,-2,-6
Cneo AK release,.,4,1,2,0,.,-2,1,0,2,0
esBAF inh,.,-4,0,-11,2,3,-5,-10,10,-12,-5
ERp5 inh,3,-2,-4,7,-3,-4,-6,7,.,1,5

From PubChem
